Rv3671c inh – Rv3671c (M. tuberculosis) protease inhibition. P9WHR9. inhibition, % at 5.96 µM. 320,000 compounds, 0.048% hits; in the data active = inhibition above about 38%;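 also: extracellular domain of Rv3671c used as enzyme; 0% = enzyme with DMSO and 100% = no enzyme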
Yp Topo-I inh – blocks Yersinia pestis topoisomerase I activity | 360,000 compounds, 0.064% hits | Y. pestis Topo-I cleavage product accumulation, plate reader | activity, % at 10 µM | AID 504884; in the data active = activity above about 50%, passing the limit was not always enough; also: inactives centre near 2
3CLpro inhibitor – SARS-CoV 3CLpro protease inhibition; AID 1706; inhibition, % at 6 µM; P0C6X7; 290,000 compounds, 0.14% hits; recombinant SARS-CoV 3CLpro, quenched FRET peptide cleavage; in the data active = inhibition above about 12%
DUSP3 inh – blocks human VHR1 dual specificity phosphatase; P51452; recombinant VHR phosphatase, pNPP absorbance; inhibition, % at 13.3 µM; 290,000 compounds, 0.52% hits; AID 1654; in the data active = inhibition above about 50%; also: some compounds called inactive have numbers as strong as hits
CCHFV vOTU inh – CCHFV vOTU protease inhibition; Pep-AMC fluorescence; inhibition, % at 11.5 µM; 370,000 compounds, 0.55% hits; in the data active = inhibition above about 30%; also: 0% = vehicle wells with enzyme and 100% = no enzyme wells
PrPC surface inh – reduces human prion protein on the cell surface; P04156; cell surface PrPC, TR-FRET read-out; inhibition, % at 13.8 µM; 370,000 compounds, 0.43% hits; in the data active = inhibition above about 24%; also: 0% = median of the test wells and 100% = reference compound wells
MazF activator – increases E. coli MazEF RNase cleavage of RNA | P0AE70 | FAM/BHQ RNA-DNA oligo cleavage fluorescence, 5 h | activation, % at 20 µM | 350,000 compounds, 0.32% hits | AID 504720; in the data active = activation above about 50%
SSB-PriA inh – blocks PriA binding to SSB C-terminal tail; AID 1272365; 430,000 compounds, 0.6% hits; AlphaScreen SSBct-PriA binding, biotinylated peptide; inhibition, % at 33 µM; in the data active = inhibition mostly above about 37%, no sharp cut-off; inactive = mostly below about 20%;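 also: plate controls were negative control peptide for no effect and reference peptide for full effect; strong numbers were not always called active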
BH1578 lux ind – quorum light induction in luxS cqsA deficient V. cholerae; V. cholerae BH1578 lux reporter, luminescence, 6 h; activation, % at 18.7 µM; 350,000 compounds, 0.16% hits; AID 588436; in the data active = activation mostly above about 9.7%, no sharp cut-off; also: not every result past the cut was called active; inactives centre near 0; reference of the scale not given here
TcdB GH inh – blocks C. difficile toxin B glycohydrolase activity; P18177; TcdB glycohydrolase enzymatic assay, plate reader; inhibition, % at 9.99 µM; 350,000 compounds, 0.24% hits; AID 652162; in the data active = inhibition above about 10%
Target sequence (P18177 whole entry, looked up): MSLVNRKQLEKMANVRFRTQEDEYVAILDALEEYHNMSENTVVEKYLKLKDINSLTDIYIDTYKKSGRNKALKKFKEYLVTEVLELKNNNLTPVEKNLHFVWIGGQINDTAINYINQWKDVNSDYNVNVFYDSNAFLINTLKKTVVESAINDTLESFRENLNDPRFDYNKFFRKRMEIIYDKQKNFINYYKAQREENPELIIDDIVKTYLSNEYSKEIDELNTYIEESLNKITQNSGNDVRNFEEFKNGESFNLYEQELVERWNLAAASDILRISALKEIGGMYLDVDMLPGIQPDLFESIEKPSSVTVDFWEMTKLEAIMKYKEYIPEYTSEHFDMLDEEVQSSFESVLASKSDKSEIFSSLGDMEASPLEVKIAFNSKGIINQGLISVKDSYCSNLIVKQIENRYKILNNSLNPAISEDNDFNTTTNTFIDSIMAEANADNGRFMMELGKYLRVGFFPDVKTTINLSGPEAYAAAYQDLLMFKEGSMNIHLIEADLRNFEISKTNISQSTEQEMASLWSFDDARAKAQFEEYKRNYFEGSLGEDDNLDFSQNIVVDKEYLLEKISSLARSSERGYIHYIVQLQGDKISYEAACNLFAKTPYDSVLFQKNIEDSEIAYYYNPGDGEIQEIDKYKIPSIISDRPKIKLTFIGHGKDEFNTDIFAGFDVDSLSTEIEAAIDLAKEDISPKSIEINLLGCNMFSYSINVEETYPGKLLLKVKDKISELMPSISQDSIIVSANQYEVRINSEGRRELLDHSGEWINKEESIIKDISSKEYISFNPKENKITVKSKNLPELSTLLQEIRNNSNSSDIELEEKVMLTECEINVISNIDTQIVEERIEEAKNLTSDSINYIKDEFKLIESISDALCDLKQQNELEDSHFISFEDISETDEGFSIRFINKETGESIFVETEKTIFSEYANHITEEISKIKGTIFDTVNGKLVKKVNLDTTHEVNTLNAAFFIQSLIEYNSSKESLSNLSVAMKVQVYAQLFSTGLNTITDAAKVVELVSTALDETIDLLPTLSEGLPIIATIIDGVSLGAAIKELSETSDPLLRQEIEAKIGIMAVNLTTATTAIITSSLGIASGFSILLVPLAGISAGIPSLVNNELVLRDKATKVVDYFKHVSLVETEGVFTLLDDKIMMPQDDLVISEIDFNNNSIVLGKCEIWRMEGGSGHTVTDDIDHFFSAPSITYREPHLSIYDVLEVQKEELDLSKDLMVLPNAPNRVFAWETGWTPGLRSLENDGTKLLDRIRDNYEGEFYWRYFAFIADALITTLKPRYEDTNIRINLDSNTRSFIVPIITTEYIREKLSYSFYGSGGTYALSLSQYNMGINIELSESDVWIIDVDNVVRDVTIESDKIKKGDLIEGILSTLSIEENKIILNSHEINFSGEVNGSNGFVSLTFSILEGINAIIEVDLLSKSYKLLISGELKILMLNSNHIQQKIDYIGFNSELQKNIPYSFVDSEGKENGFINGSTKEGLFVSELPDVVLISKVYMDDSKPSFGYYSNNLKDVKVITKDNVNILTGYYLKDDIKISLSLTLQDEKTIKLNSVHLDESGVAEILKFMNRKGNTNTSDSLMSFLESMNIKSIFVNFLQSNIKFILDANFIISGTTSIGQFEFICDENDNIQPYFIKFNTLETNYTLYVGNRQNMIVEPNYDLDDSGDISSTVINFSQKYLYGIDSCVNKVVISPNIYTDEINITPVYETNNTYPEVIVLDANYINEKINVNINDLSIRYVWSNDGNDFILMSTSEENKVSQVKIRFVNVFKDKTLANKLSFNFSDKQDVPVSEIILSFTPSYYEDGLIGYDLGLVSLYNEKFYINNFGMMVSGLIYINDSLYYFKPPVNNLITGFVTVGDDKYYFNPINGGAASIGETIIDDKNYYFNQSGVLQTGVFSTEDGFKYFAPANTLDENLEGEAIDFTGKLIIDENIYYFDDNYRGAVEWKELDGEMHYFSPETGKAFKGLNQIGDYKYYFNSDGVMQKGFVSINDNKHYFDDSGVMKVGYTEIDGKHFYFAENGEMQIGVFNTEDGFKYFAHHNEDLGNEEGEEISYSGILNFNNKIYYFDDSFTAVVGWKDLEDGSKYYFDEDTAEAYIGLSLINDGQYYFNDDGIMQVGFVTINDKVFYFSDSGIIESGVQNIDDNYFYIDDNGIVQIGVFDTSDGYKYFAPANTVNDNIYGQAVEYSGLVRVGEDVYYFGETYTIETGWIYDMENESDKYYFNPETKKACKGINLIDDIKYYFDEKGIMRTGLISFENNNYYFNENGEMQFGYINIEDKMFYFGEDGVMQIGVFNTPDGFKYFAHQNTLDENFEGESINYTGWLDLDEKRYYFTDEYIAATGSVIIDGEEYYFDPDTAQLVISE
Starred values were filed as active, the others as inactive; & = joins results of further samples. Not all compounds are listed. The share of hits here may be higher or lower than overall.

`CN(C)CCOc1ncnc2c1oc1ccccc12` gave Rv3671c inh -10, Yp Topo-I inh 0, 3CLpro inhibitor -7, DUSP3 inh 10, CCHFV vOTU inh -10, PrPC surface inh 4, MazF activator -9, SSB-PriA inh -7 and BH1578 lux ind 2.0.
`COC(=O)c1sc(N)c(C(=O)OC)c1COC(=O)CCNS(=O)(=O)c1ccc(C)cc1` gave Rv3671c inh -7, Yp Topo-I inh 0, 3CLpro inhibitor 1, DUSP3 inh 1, CCHFV vOTU inh 15, PrPC surface inh 7, MazF activator -2, SSB-PriA inh 10 and BH1578 lux ind inactive.
For Cc1csc(NC(=O)CSc2nncc(=O)n2N)n1 the results were Rv3671c inh 7, Yp Topo-I inh 4, 3CLpro inhibitor -2, DUSP3 inh 26, CCHFV vOTU inh 6, PrPC surface inh 7, MazF activator 1, SSB-PriA inh -5&-10, BH1578 lux ind -0.2 and TcdB GH inh 0.8.
`Cc1nc2c(oc3ccccc32)c(=O)o1` gave Rv3671c inh -2, Yp Topo-I inh 4, 3CLpro inhibitor 2, DUSP3 inh 4, CCHFV vOTU inh -8, PrPC surface inh 3, MazF activator 10, SSB-PriA inh 6 and BH1578 lux ind -6.2.
Screening CC1(C)N=C(c2ccc(Cl)cc2Cl)C(=O)N1 returned Rv3671c inh -6, Yp Topo-I inh -9, 3CLpro inhibitor -4, DUSP3 inh 30, CCHFV vOTU inh 0, PrPC surface inh -6, MazF activator 4, SSB-PriA inh -16 and BH1578 lux ind -0.4.
`CCCCCn1c(=O)[nH]c2cc(C(=O)NCCc3ccc(OC)c(OC)c3)ccc2c1=O` gave Rv3671c inh 0, Yp Topo-I inh 9, 3CLpro inhibitor 1, DUSP3 inh 10, CCHFV vOTU inh -11, PrPC surface inh -4, MazF activator -44, SSB-PriA inh 3 and BH1578 lux ind inactive.
For O=C(COC(=O)c1ccccc1Cc1ccccc1)NC1CCS(=O)(=O)C1 (configuration not stated) the results were Rv3671c inh -13, Yp Topo-I inh 2, 3CLpro inhibitor 1, DUSP3 inh 28, CCHFV vOTU inh 10, PrPC surface inh 1, MazF activator 11, SSB-PriA inh -13, BH1578 lux ind -0.4 and TcdB GH inh -0.6.
`COc1ccc(NC2CCCN(C(=O)CN3CCOC3=O)C2)cc1` (configuration not stated) gave Rv3671c inh 9, Yp Topo-I inh -3, 3CLpro inhibitor -2, DUSP3 inh 10, CCHFV vOTU inh -3, PrPC surface inh 6, MazF activator 7, SSB-PriA inh -1, BH1578 lux ind inactive and TcdB GH inh 1.0.
For COc1ccc(-c2nc(C#N)c(N3CCN(c4cccc(Cl)c4)CC3)o2)cc1OC the results were Rv3671c inh -3, Yp Topo-I inh 6, DUSP3 inh 24, CCHFV vOTU inh -13, PrPC surface inh -7, MazF activator 0, SSB-PriA inh -11 and BH1578 lux ind inactive.
Screening CC1=NN(C(=O)c2ccc(Br)cc2)C(O)(C(F)(F)OC(F)(F)F)C1 (configuration not stated) returned Rv3671c inh 6, Yp Topo-I inh -4, 3CLpro inhibitor -2, DUSP3 inh 15, CCHFV vOTU inh 1, PrPC surface inh 0, MazF activator -1, SSB-PriA inh -8 and BH1578 lux ind -0.3.
`COc1ccc(CC(=O)N/N=C(\C)CC(=O)NCc2ccco2)cc1OC` gave Rv3671c inh -4, Yp Topo-I inh -9, 3CLpro inhibitor 0, DUSP3 inh 2, CCHFV vOTU inh -16, PrPC surface inh -8, MazF activator 0, BH1578 lux ind inactive and TcdB GH inh 1.8.
Screening CC(O)(c1ccc(F)c(F)c1)c1nc(-c2cnc3ccccc3c2)cs1 (configuration not stated) returned Yp Topo-I inh 10, CCHFV vOTU inh 15, PrPC surface inh 13, BH1578 lux ind -0.1 and TcdB GH inh -4.4.
Screening CCn1c(CN2c3ccccc3Sc3ccccc32)n[nH]c1=S returned Rv3671c inh 14, Yp Topo-I inh -13, 3CLpro inhibitor 7, DUSP3 inh 30, CCHFV vOTU inh 0, PrPC surface inh -1, MazF activator 3, SSB-PriA inh -6, BH1578 lux ind -12 and TcdB GH inh 6.8.
Cn1nc(C(=O)NCc2cccc(F)c2)cc1C(=O)NCc1cccc(F)c1 was read as Rv3671c inh 11, Yp Topo-I inh 4, CCHFV vOTU inh 6, PrPC surface inh 11, MazF activator 1, SSB-PriA inh -23, BH1578 lux ind 1.0 and TcdB GH inh 0.7.
O=C(N/N=C/c1ccccc1[N+](=O)[O-])C(=O)N1CCCC1 was read as Rv3671c inh -3, Yp Topo-I inh -6, 3CLpro inhibitor 5, DUSP3 inh -10, CCHFV vOTU inh 3, PrPC surface inh -2, MazF activator 3, BH1578 lux ind inactive and TcdB GH inh 1.5.
Screening O=C(NCc1cccnc1)c1ccc2sc([C@@H]3O[C@H](CO)[C@H](O)[C@H](O)[C@H]3O)nc2c1 returned Yp Topo-I inh 6, CCHFV vOTU inh 4, PrPC surface inh 2, BH1578 lux ind -0.6 and TcdB GH inh 1.2.
For O=C1CC2(CCN(C(=O)C(=O)c3c[nH]c4ccccc34)CC2)Oc2ccccc21 the results were Rv3671c inh -3, Yp Topo-I inh 1, 3CLpro inhibitor -3, DUSP3 inh 25, CCHFV vOTU inh -8, PrPC surface inh -7, MazF activator -1, SSB-PriA inh 2&16, BH1578 lux ind -0.3 and TcdB GH inh -0.4.
For COc1cccc(-c2ccc(NC(=O)C3CCCN(Cc4cnn(C(C)C)c4)C3)cc2)c1 (configuration not stated) the results were Rv3671c inh -1, Yp Topo-I inh -1, 3CLpro inhibitor -1, DUSP3 inh 10, CCHFV vOTU inh -13, PrPC surface inh -16, MazF activator 2, SSB-PriA inh 11, BH1578 lux ind 0.3 and TcdB GH inh 1.2.
`O=C(N/N=C/C=C\c1ccco1)c1ccccn1` gave Rv3671c inh 1, Yp Topo-I inh -7, 3CLpro inhibitor -3, DUSP3 inh 9, CCHFV vOTU inh 8, PrPC surface inh -5, MazF activator -11, SSB-PriA inh inactive, BH1578 lux ind -0.3 and TcdB GH inh -0.9.
`NS(=O)(=O)c1ccc(NNC(=O)c2ccc(Br)o2)c([N+](=O)[O-])c1` gave Rv3671c inh -4, Yp Topo-I inh -3, CCHFV vOTU inh 12, PrPC surface inh -69, MazF activator -2, SSB-PriA inh 6, BH1578 lux ind -8.3 and TcdB GH inh -2.3.
COc1ccc(Br)cc1CN(C)CC(=O)Nc1cc(Cl)cc(Cl)c1 was read as Rv3671c inh -19, Yp Topo-I inh 4, 3CLpro inhibitor 0, DUSP3 inh 2, CCHFV vOTU inh 1, PrPC surface inh -6, MazF activator -17, SSB-PriA inh -17 and BH1578 lux ind -1.1.
N#Cc1ccc(-c2ccccc2)nc1SCC(=O)c1cc2ccccc2oc1=O was read as Rv3671c inh -6, Yp Topo-I inh -2, 3CLpro inhibitor 3, DUSP3 inh 0, CCHFV vOTU inh 5, PrPC surface inh -12, MazF activator 63*, SSB-PriA inh -3 and BH1578 lux ind inactive.
`CCOc1ccc(NC(=S)N(CCOC)C(C)c2ccco2)cc1` (configuration not stated) gave Rv3671c inh 2, Yp Topo-I inh 0, 3CLpro inhibitor 0, DUSP3 inh -1, CCHFV vOTU inh -4, PrPC surface inh -4, MazF activator 2, SSB-PriA inh -11, BH1578 lux ind inactive and TcdB GH inh 2.1.
CCCCOc1ccc(C(=O)Nc2ccc(N3CCN(C(C)=O)CC3)cc2)cc1 was read as Rv3671c inh 2, Yp Topo-I inh 5, 3CLpro inhibitor 1, DUSP3 inh 40, CCHFV vOTU inh 3, PrPC surface inh -1, MazF activator 6, SSB-PriA inh 8 and BH1578 lux ind -0.3.

Fetched by compound from the list above, 3 records:
`NS(=O)(=O)c1ccc(NNC(=O)c2ccc(Br)o2)c([N+](=O)[O-])c1` gave Rv3671c inh -4, Yp Topo-I inh -3, CCHFV vOTU inh 12, PrPC surface inh -69, MazF activator -2, SSB-PriA inh 6, BH1578 lux ind -8.3 and TcdB GH inh -2.3.
For O=C(COC(=O)c1ccccc1Cc1ccccc1)NC1CCS(=O)(=O)C1 (configuration not stated) the results were Rv3671c inh -13, Yp Topo-I inh 2, 3CLpro inhibitor 1, DUSP3 inh 28, CCHFV vOTU inh 10, PrPC surface inh 1, MazF activator 11, SSB-PriA inh -13, BH1578 lux ind -0.4 and TcdB GH inh -0.6.
Screening CC1(C)N=C(c2ccc(Cl)cc2Cl)C(=O)N1 returned Rv3671c inh -6, Yp Topo-I inh -9, 3CLpro inhibitor -4, DUSP3 inh 30, CCHFV vOTU inh 0, PrPC surface inh -6, MazF activator 4, SSB-PriA inh -16 and BH1578 lux ind -0.4.

Carrying on:
CCC(CC)c1nnc(NC(=O)c2cc([N+](=O)[O-])ccc2N2CCCCC2)s1 was read as Rv3671c inh 3, Yp Topo-I inh 17, 3CLpro inhibitor 1, DUSP3 inh 7, CCHFV vOTU inh -6, PrPC surface inh -2, MazF activator 8, SSB-PriA inh 22, BH1578 lux ind inactive and TcdB GH inh -0.3.
Screening CCCS(=O)(=O)N1CCn2c(nc3ccccc32)C1 returned Rv3671c inh 4, Yp Topo-I inh 7, 3CLpro inhibitor -2, DUSP3 inh 15, CCHFV vOTU inh 1, PrPC surface inh 2, MazF activator 4, SSB-PriA inh -5, BH1578 lux ind inactive and TcdB GH inh 0.5.
For CCN(CC)c1ccc(Nc2nc(N3CCOCC3)c3ccccc3n2)cc1 the results were Rv3671c inh -2, Yp Topo-I inh 6, 3CLpro inhibitor -1, DUSP3 inh 19, CCHFV vOTU inh 3, PrPC surface inh 20, MazF activator 5, SSB-PriA inh 87 and BH1578 lux ind inactive.
O=C(O)CN1C(=O)C2(OCCO2)c2cc(Br)ccc21 was read as Rv3671c inh 3, Yp Topo-I inh -8, CCHFV vOTU inh -16, PrPC surface inh -4, MazF activator -9, SSB-PriA inh 0, BH1578 lux ind inactive and TcdB GH inh -0.3.
`COc1cccc(C(O)c2nc(-c3ccc(N(C)C)cc3)cs2)c1` (configuration not stated) gave Yp Topo-I inh 4, CCHFV vOTU inh 12, PrPC surface inh 7, BH1578 lux ind inactive and TcdB GH inh -1.9.
`O=c1[nH]c2cc3c(cc2cc1CN(Cc1ccco1)C(=S)NCCCN1CCOCC1)OCCO3` gave Rv3671c inh 1, Yp Topo-I inh 11, 3CLpro inhibitor 4, DUSP3 inh 10, CCHFV vOTU inh -18, PrPC surface inh -6, MazF activator 6, SSB-PriA inh -11, BH1578 lux ind -0.3 and TcdB GH inh 0.7.
For NC(=O)C1CCN(C(=O)COc2ccc3c(c2)oc(=O)c2ccccc23)CC1 the results were Rv3671c inh 7, Yp Topo-I inh -8, 3CLpro inhibitor -1, DUSP3 inh 24, CCHFV vOTU inh -101, PrPC surface inh -1, MazF activator 5, SSB-PriA inh 10, BH1578 lux ind 0.2 and TcdB GH inh 0.7.
For Cc1cc(C)cc(OCC(=O)NNC(=O)C2CCCO2)c1 (configuration not stated) the results were Rv3671c inh -4, Yp Topo-I inh -8, 3CLpro inhibitor 0, DUSP3 inh 5, CCHFV vOTU inh 9, PrPC surface inh 11, MazF activator 13, SSB-PriA inh -11, BH1578 lux ind inactive and TcdB GH inh 1.3.
CN(C)c1ccc(NC(=O)c2ccc3nc[nH]c3c2)cc1 was read as Rv3671c inh 4, Yp Topo-I inh -3, 3CLpro inhibitor -6, DUSP3 inh 32, CCHFV vOTU inh -3, PrPC surface inh -6, MazF activator 5, SSB-PriA inh -1, BH1578 lux ind -1.1 and TcdB GH inh -29.
O=C(Nc1nc2ccccc2[nH]1)c1ccc(F)cc1 was read as Rv3671c inh 7, Yp Topo-I inh 2, 3CLpro inhibitor 8, DUSP3 inh 26, CCHFV vOTU inh -13, PrPC surface inh -7, MazF activator -9, SSB-PriA inh -12, BH1578 lux ind inactive and TcdB GH inh 2.2.
Screening COc1ccc(NC(=O)CN2CCN(S(=O)(=O)c3ccc(F)cc3)CC2)cc1Cl returned Rv3671c inh 7, Yp Topo-I inh 10, 3CLpro inhibitor 1, DUSP3 inh 21, CCHFV vOTU inh 4, PrPC surface inh 1, MazF activator 4, SSB-PriA inh 1 and BH1578 lux ind inactive.
For CCCc1sc(N2CCCC(C(N)=O)C2)nc1-c1ccccc1 (configuration not stated) the results were Rv3671c inh 20, Yp Topo-I inh 14, 3CLpro inhibitor 0, DUSP3 inh -17, CCHFV vOTU inh 6, PrPC surface inh -9, MazF activator 14, SSB-PriA inh -18 and BH1578 lux ind -0.3.
